# EPAC1 antagonist: blocks human EPAC1 exchange factor | O95398 | EPAC1 GEF assay, Rap1b-BODIPY-GDP exchange fluorescence | Potency, µM (doses to about 115 µM), without a hit: top-dose activity change, negative = inhibition, usual class: inhibitors | 360,000 compounds, 0.14% hits;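 further: potency means the concentration at half of the fitted maximal effect; plate controls were vehicle for no effect and positive control for full effect; nearly all actives have a fitted effect of over 50% in size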
# Target sequence (O95398 whole entry, looked up): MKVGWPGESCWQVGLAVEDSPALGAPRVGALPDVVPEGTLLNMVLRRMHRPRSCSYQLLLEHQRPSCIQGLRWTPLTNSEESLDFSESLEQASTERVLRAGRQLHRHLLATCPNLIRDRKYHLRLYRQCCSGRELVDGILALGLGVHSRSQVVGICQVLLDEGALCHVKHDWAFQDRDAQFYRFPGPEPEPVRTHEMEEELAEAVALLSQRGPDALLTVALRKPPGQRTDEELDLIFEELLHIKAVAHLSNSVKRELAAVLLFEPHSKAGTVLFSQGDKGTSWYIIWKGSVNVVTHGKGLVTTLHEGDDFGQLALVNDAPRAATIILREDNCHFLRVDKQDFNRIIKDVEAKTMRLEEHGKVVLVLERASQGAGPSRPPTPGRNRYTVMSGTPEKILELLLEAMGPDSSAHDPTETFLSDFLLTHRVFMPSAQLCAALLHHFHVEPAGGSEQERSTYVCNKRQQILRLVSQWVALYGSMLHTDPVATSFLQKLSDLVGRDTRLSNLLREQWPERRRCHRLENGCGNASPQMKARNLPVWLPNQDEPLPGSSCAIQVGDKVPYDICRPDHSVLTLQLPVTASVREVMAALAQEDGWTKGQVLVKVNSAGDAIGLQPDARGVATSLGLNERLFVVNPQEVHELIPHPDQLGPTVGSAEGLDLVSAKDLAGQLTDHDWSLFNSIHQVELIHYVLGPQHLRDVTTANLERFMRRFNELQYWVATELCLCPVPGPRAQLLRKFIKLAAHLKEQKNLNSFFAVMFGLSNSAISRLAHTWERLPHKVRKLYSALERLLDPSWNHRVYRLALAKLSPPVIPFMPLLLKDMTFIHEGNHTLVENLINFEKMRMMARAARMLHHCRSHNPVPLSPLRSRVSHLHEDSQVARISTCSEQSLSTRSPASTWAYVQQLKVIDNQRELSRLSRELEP
# PLK1 PBD inh: PLK1 (human) polo-box domain binding inhibition; P53350; Plk1 PBD binding of FITC phosphopeptide, fluorescence polarization; Potency, µM, for inactives: max response, negative = inhibition, actives largely listed as inhibitors; 360,000 compounds, 2.8% hits; AID 720504; further: potency means the concentration at half of the fitted maximal effect; series mostly up to about 57 µM; on the % scale 0 is the no-effect control and ±100 the full control effect; nearly all actives have a fitted effect of over 65% in size
# GLP-1R inv ag: GLP-1 receptor (human) inverse agonism. P43220. HEK293 GLP-1R CRE-luciferase, luminescence, 24 h; GLP-1R form is constitutively active. Potency, µM (doses to about 38.3 µM), without a hit: at the highest dose activity change, negative = inhibition, most hits filed as inhibitors. 410,000 compounds, 1.6% hits. AID 624417; further: potency means the concentration at half of the fitted maximal effect; on the % scale 0 is the no-effect control and ±100 the full control effect; nearly all actives have a fitted effect of over 55% in size
#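 Cells are plated, allowed 12 hours at 37 deg C, then treated with compounds for 24 hr before luciferase detection reagent is added and luminescence is read after 12 min at room temperature. The HEK293 line carries constitutively active GLP-1R with a cAMP-responsive reporter.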
# PI5P4Ka inh: blocks human PI5P4K alpha kinase activity | 330,000 compounds, 1.2% hits | max response, % | AID 652105 | PI5P4Kalpha enzyme, ADP-Glo luminescence, 60 min; active compounds read low | P48426; active means max response of -50% or lower; inconclusive means between -30% and -50%; inactive means -30% or higher; further: value at the top dose of about 77 µM; on the % scale 0 is the no-effect control and ±100 the full control effect
#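 Single end-point luminescence (ADP-Glo) quantified ADP from PI5P4Kalpha turnover; ATP 5 microM final, 1 h at RT, 0.1% CHAPS and 0.28 mM EGTA in HEPES pH 7.4.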
# PTHR1 agonist: activates the human parathyroid hormone receptor PTHR1; Q03431; HEK293 GP2 PTHR1 cells, GloSensor cAMP luminescence, 1 h; Potency, µM (top dose mostly 115 µM), for the others: at the top dose activation, most hits filed as activators; 410,000 compounds, 0.075% hits; AID 743266; further: potency means the concentration at half of the fitted maximal effect; nearly all actives have a fitted effect of over 55% in size; some results filed as inactive show a strong effect at the top dose; inactives centre near -15; many of its hits are not listed in these tables
#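 HEK-293-derived GP2 cells expressing PTHR1 and a GloSensor cAMP reporter, 3,000/well, plated overnight, given luciferin plus IBMX (each 0.5 mM as added) for 1 h at 37 °C, then compound for 1 h at 37 °C. Luminescence was read after 15 min at room temperature.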
# IL2 activator: IL-2 activation; IL-2 activation reporter assay, cell-based qHTS; stimulated with anti-CD3/CD4/CD28 beads; in transgenic mouse T cells; activation, % (series mostly up to about 46 µM); 360,000 compounds, 0.065% hits; AID 652025; in the data active means activation above about 50%; inconclusive means mostly about 30% to 49%; further: 0% is about no effect
#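 Unstimulated transgenic mouse T cells; 60-min compound exposure; bead-based TCR/CD4/CD28 stimulation; 18 h culture, 37 degrees C; dual fluorescence (EGFP, DsRed) plate cytometry.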
# GLP1R cytotox: cytotoxicity counter-screen for GLP-1 receptor inverse agonists; HEK293 cAMP-luciferase reporter cells, luminescence, 24 h; Potency, µM (doses to about 38.3 µM), for inactives: top-dose activity change, negative = inhibition, usual class: inhibitors; 410,000 compounds, 0.13% hits; AID 624418;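 further: loss of luciferase light is scored as toxicity; potency means the concentration at half of the fitted maximal effect; on the % scale 0 is the no-effect control and ±100 the full control effect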
#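 To flag toxic compounds, the library was rerun on cells for 24 hr at 37 deg C and 5% CO2. Viability-linked luminescence was captured 12 min after adding luciferase detection reagent.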
# EPAC1 agonist: agonists of human EPAC1; O95398; EPAC1 agonist qHTS, biochemical assay; response scale: 100% = response to 6.5 mM cAMP; Potency, µM (highest dose often 154 µM), for the others: at the highest dose activation, most hits filed as activators; 360,000 compounds, 0.073% hits; further: potency means the concentration at half of the fitted maximal effect; nearly all actives have a fitted effect of over 60% in size
#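 Compounds were pinned as a concentration titration into mixtures of EPAC1 (100 nM), BODIPY-GDP-loaded Rap1B (250 nM) and GDP (50 uM). After 5 min at room temperature, fluorescence was followed for 30 min; activity was scaled to 6.5 mM cAMP.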
# GLP1R ag: activates the human GLP-1 receptor; HEK293 GLP-1R CRE-luciferase, luminescence, 4-6 h; cells express a hypersensitive GLP-1R form; P43220; Potency, µM (series often up to 45.6 µM), inactives show top-dose activation, usual class: activators; AID 624172; 380,000 compounds, 0.007% hits; further: potency means the concentration at half of the fitted maximal effect; % of control where 0% means no effect
# * = called active by the depositor; i = inactive; ? = inconclusive; . = not tested or not shown; [ ] = remark or other dose. Unless noted, the call rests on the fitted dose curve; in most records, active means well fitted curve in the direction sought with a large enough effect; inconclusive means small, poorly fitted or top-dose-only effect, or another doubt; inactive means no such curve, though single readings can be large; an effect the other way counts as inactive or inconclusive. This is a subset; count on the stated rates, not on these rows.
SMILES,EPAC1 antagonist,PLK1 PBD inh,GLP-1R inv ag,PI5P4Ka inh,PTHR1 agonist,IL2 activator,GLP1R cytotox,EPAC1 agonist,GLP1R ag
CN(C(=O)CSc1nc(C2CC2)n(-c2ccccc2)n1)C1CCS(=O)(=O)C1 (stereo not given),-10%,-6%,4%,4,-23%,0.1,25%,-2%,13%
Cc1ccc(NC(=O)O/N=C2\CCCCC2c2ccc([N+](=O)[O-])cc2[N+](=O)[O-])cc1 (stereo not given),-26%,-16%,-4%,-3,i,-7.3,9%,1%,-6%
O=C(c1cccc(Br)c1)N1CCN(C(=O)N2CCOCC2)CC1,24%,-4%,15%,1,-9%,2.6,-15%,-3%,2%
COc1cc(C2C(C#N)=C(N)Oc3n[nH]c(C)c32)ccc1OC(=O)c1ccccc1 (stereo not given),2%,-14%,1%,.,i,-2.0,-7%,1%,-3%
CCOC(=O)C1C(C(=O)OC)=C(c2ccc(OC)cc2)c2ccccc2N1S(=O)(=O)C(F)(F)F (stereo not given),-10%,-10%,-1%,6,-18%,-0.2,-8%,-9%,23%
COc1cc(C2N3CC4(C)CN2CC(C)(C3)C4)ccc1O (stereo not given),14%,0%,0%,.,i,-1.9,-11%,2%,4%
CC1CCCC(C)N1C(=O)COC(=O)CN1C(=O)c2ccccc2C1=O (stereo not given),7%,-6%,12%,-3,i,2.0,1%,-4%,-2%
CCCC(=O)NC(=S)Nc1ccccc1F,-13%,0%,-1%,-2,-22%,-3.7,-1%,1%,13%
O=C(Nc1ccc(Cl)cc1)C1c2cccc[n+]2CC(=O)N1Cc1ccc2c(c1)OCO2 (stereo not given),3%,-22%,-8%,-19,i,0.3,2%,-10%,-2%
O=C1OCc2ccc(NC(=O)c3c(F)cccc3Cl)cc21,-2%,2%,26%,0,-13%,-1.8,2%,-13%,-1%
CN(C)CC1CCCCC1C1(O)c2ccccc2CSc2sccc21 (stereo not given),-1%,-7%,?,-1,-5%,-1.5,?,-6%,1%
COC(=O)C1C(=O)OC(C)(C)C1C(C)C(=O)c1ccc(C)cc1C (stereo not given),12%,-3%,0%,16,i,0.9,0%,1%,3%
CC(=O)Nc1ccc(S(=O)(=O)NCC(=O)OCC(=O)NCc2ccco2)cc1,1%,-13%,3%,-5,-3%,0.8,9%,5%,2%
Cc1cccc(C2CN(C)CCc3c2cc(O)c(O)c3Cl)c1 (stereo not given),-3%,-5%,2%,2,-2%,0.8,-5%,-15%,12%
COc1cc(OC)cc(OCC(O)Cn2ccnc2C)c1 (stereo not given),0%,-2%,?,3,i,-0.8,-12%,5%,-8%
O=C(NC1CCS(=O)(=O)C1)C1CCCCN1S(=O)(=O)c1ccc(Cl)cc1 (stereo not given),11%,?,11%,.,i,-0.5,65%[activator],2%,1%
COC(=O)c1c(-c2ccc(C)cc2)csc1NC(=S)NC(=O)c1cc(OC)cc(OC)c1,-6%,0%,12%,-4,i,0.3,-10%,2%,-10%
COc1cccc(-c2ccc3c(c2)C2CC3CCN2C(=O)c2ccc(Cl)cc2)c1 (stereo not given),12%,0%,?,16,-10%,0.1,6%,10%,6%
CCCCNC(=O)C1(C)CCN1Cc1ccc(C#N)cc1 (stereo not given),-27%,-18%,14%,4,-1%,-0.7,-3%,-5%,2%
Cc1ccc(C)c(NC(=O)Nc2cccc(-c3cn4cccnc4n3)c2)c1,.,.,4%,.,i,.,5%,.,5%
CC1(C)Cc2cccc(OCC(=O)N3CCN(c4ccc(F)cc4)CC3)c2O1,0%,0%,?,0,-25%,-1.5,2%,-1%,4%
CCc1nnc(NC(=O)CSc2ccc(-c3cccs3)nn2)s1,-4%,-16%,-1%,6,-7%,-0.4,3%,8%,1%
CS(=O)(=O)c1ccc2nc(NC(=O)c3ccc(S(=O)(=O)NCC4CCCO4)cc3)sc2c1 (stereo not given),5%,-4%,8%,-4,-20%,0.3,7%,3%,-3%
CN(Cc1ccccc1)S(=O)(=O)c1ccc2c(c1)OCCO2,-7%,0%,-20%,9,-9%[57.5 µM],-1.8,2%,10%,-2%
COC(=O)C1=C(C)N(c2cccc(OC)c2)C(=O)/C1=C\c1ccco1,-10%,30µM*,-29%,-5,-40%,-4.3,8%,4%,10%
COc1ccc2cc1Oc1ccc(cc1)CC1c3c(cc(OC)c4c3Oc3cc5c(cc3O4)CCNC5C2)CCN1C (stereo not given),-3%,-1%,5.6µM*,-4,i,-4.2,11µM*,1%,-6%
Cc1cccc(OCC(=O)NCCCNC(=O)c2ccco2)c1,-6%,-6%,-23%,2,i,0.6,0%,6%,4%
Cc1cccc(N(CC(=O)NCc2ccc3c(c2)OCO3)C(=O)CCC(=O)Nc2ccccn2)c1C,9%,-6%,?,-5,-22%,-0.8,-2%,9%,13%
COc1ccc(CCCCCCOCc2ccccc2)cc1,15%,-12%,6%,10,-12%,1.1,21%,-10%,18%
NCC(O)c1ccc(O)c(O)c1 (stereo not given),-22%,1%,31%[activator],4,i,1.0,-3%,-25%,3%
O=C1NN(c2ccccc2)C(=O)/C1=C\c1cccc(OC(=O)c2cccs2)c1,-27%,1.5µM*,?,?,-5%,-0.2,-27%,4%,-7%
COC(=O)c1ccc(COC(=O)CNC(=O)c2ccc(OC)cc2)cc1,2%,1%,59%[activator],-3,i,-0.5,1%,-3%,3%
O=C(CSc1nnc(-c2cccs2)o1)N1CCCCC1,-1%,-17%,?,9,i,-2.7,9%,-2%,-5%
CCOC(=O)C(C)(C)Sc1ncnc2nc[nH]c12,7%,-6%,0%,.,-16%,-0.9,3%,12%,5%
C[C@@H](CSc1ccc(Br)cc1)CN1CC[C@H](NC(=O)OCc2ccccc2)CCC1=O,-8%,-4%,?,21,i,-0.6,-3%,2%,-6%
O=C(Nc1cccc(Cl)c1)c1nc[nH]c1C(=O)Nc1ccccc1F,-21%,-13%,24%,-4,-23%,-3.1,-1%,-4%,0%
CCCCC1CCC(C(=O)N2CCOCC2)CC1 (stereo not given),-2%,-5%,-14%,3,-8%,4.6,4%,-10%,1%
Cc1cc(C)c(NC(=O)CN2C(=O)C3(SCC(=O)N3c3ccc(F)cc3)c3ccccc32)c(C)c1 (stereo not given),.,.,2%,.,-20%,.,0%,.,-6%
CCN(CC)S(=O)(=O)c1cccc(-c2nnc(SCC#N)n2Cc2ccccc2)c1,8%,-3%,1%,4,i,-0.1,-2%,0%,2%
Cc1c(OCC(=O)Nc2cccnc2)ccc2c3c(c(=O)oc12)CCC3,-8%,1%,7%,3,i,-0.9,-3%,-2%,5%
CCC(CC)C(=O)Nc1cc([N+](=O)[O-])ccc1F,4%,-10%,-1%,-30,i,-1.3,-19%,-7%,2%
CC1(OC(=O)CCc2ccccc2)C(=O)C=C2C=C(c3ccc(C#N)cc3)N(CCN3CCOCC3)C=C2C1=O (stereo not given),-7%,-7%,6%,-5,17%,0.0,-6%,-3%,-3%
COc1ccc(CCNC(=O)c2cc(=O)[nH]c3ccc(Br)cc23)cc1OC,-18%,-10%,0%,-3,-5%,-4.0,-9%,-1%,17%
Cc1ccc(CN(C(=O)N2CCN(C)CC2)S(=O)(=O)c2ccc(C)cc2)cc1,3%,-1%,17%,-3,-19%,-5.0,13%,3%,2%
CC1=NN(C(=O)CCc2ccccc2)C(O)(c2ccncc2)C1 (stereo not given),-15%,-5%,0%,2,12%,-0.7,2%,12%,5%
O=C(CCCCCN1C(=O)c2ccccc2C1=O)Nc1ccc(F)cc1,-9%,-4%,-17%,-5,-12%[57.5 µM],-0.4,-7%,0%,4%
CCOc1ccc(NC(=O)c2cc3ccccc3cc2OC)cc1,-18%,-4%,?,3,i,0.2,-12%,1%,10%
COc1ccc(N2C(=O)C3CCCN3C2=O)cc1 (stereo not given),?,-2%,18%,-2,-18%,1.6,-10%,0%,-8%
N#Cc1ccccc1NC(=O)Nc1ccccc1,0%,2%,5%,3,i,-1.7,3%,2%,2%
CC(C)(C)c1ccc(/C=N/N2C(=O)CSC2=S)cc1,2%,-8%,-23%,-2,i,0.3,-2%,1%,-2%

# Looked up by structure from the list above (4):
SMILES,EPAC1 antagonist,PLK1 PBD inh,GLP-1R inv ag,PI5P4Ka inh,PTHR1 agonist,IL2 activator,GLP1R cytotox,EPAC1 agonist,GLP1R ag
CC1(OC(=O)CCc2ccccc2)C(=O)C=C2C=C(c3ccc(C#N)cc3)N(CCN3CCOCC3)C=C2C1=O (stereo not given),-7%,-7%,6%,-5,17%,0.0,-6%,-3%,-3%
Cc1ccc(CN(C(=O)N2CCN(C)CC2)S(=O)(=O)c2ccc(C)cc2)cc1,3%,-1%,17%,-3,-19%,-5.0,13%,3%,2%
CC1=NN(C(=O)CCc2ccccc2)C(O)(c2ccncc2)C1 (stereo not given),-15%,-5%,0%,2,12%,-0.7,2%,12%,5%
CCOc1ccc(NC(=O)c2cc3ccccc3cc2OC)cc1,-18%,-4%,?,3,i,0.2,-12%,1%,10%

# Continued:
SMILES,EPAC1 antagonist,PLK1 PBD inh,GLP-1R inv ag,PI5P4Ka inh,PTHR1 agonist,IL2 activator,GLP1R cytotox,EPAC1 agonist,GLP1R ag
O=C(NNC(=O)c1ccccc1Cl)c1csc(N2CCOCC2)n1,3%,-3%,13%,1,i,-2.5,8%,0%,-7%
Cc1cc(C(=O)NC2CCCc3ccccc32)no1 (stereo not given),8%,-1%,-10%,.,i,-2.1,-20%,1%,-9%
Cc1ccc(N2CC(NS(=O)(=O)c3cccnc3)CC2=O)cc1 (stereo not given),-23%,-5%,5%,3,-1%,-0.6,3%,-30%[inhibitor],0%
CC(C)Cc1nnc(NC(=O)c2cc3c(s2)CCC3)s1,-8%,0%,60%[activator],-22,-27%,4.1,0%,-4%,0%
Nc1nc(Nc2cccc(F)c2)nc2ccccc12,4%,-9%,?,-5,-7%,-1.6,3%,-2%,4%
CCCCOC(=O)Nc1sc2nc(C)cc(C)c2c1-n1cccc1,18%,-1%,-8%,4,-39%[inhibitor][57.5 µM],0.1,1%,8%,-13%

# Assay outcomes: PubChem, National Center for Advancing Translational Sciences (NCATS)
